Tb PGK inh: qHTS Assay to Find Inhibitors of Phosphoglycerate Kinase; actives 0.043% (n = 380,000); Phosphoglycerate kinase, glycosomal (Trypanosoma brucei brucei), P07378; AID 602233, 2012; Potency, µM (series often up to 57.5 µM), inactives show at the highest dose activity change, negative = inhibition, most hits filed as inhibitors; PGK/GAPDH coupled, Kinase-Glo luminescence, 60 min; further: potency means the concentration at half of the fitted maximal effect; on the % scale 0 is the no-effect control and ±100 the full control effect; nearly all actives have a fitted effect of over 60% in size
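Recombinant glycosomal PGK reaction used 1,3-bisphosphoglycerate generated in-well by GAPDH (100nM final) in 100mM TEA pH 7.6, 5mM MgCl2, 0.01% Tween-20. After 60 minutes at room temperature, ATP was read by Kinase-Glo Plus luminescence end-point.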
USP1 inh: Inhibitors of USP1/UAF1: Primary Screen; Ubiquitin carboxyl-terminal hydrolase 1 (Homo sapiens), O94782; recombinant USP1/UAF1, Ub-Rhodamine cleavage fluorescence; Potency, µM (top dose mostly 57.1 µM), without a hit: at the top dose activity change, negative = inhibition, usual class: inhibitors; actives 0.23% (n = 390,000); AID 743255, 2014; further: potency means the concentration at half of the fitted maximal effect; on the % scale 0 is the no-effect control and ±100 the full control effect; nearly all actives have a fitted effect of over 60% in size; inactives centre near -12
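1 nM enzyme complex + cpd, 15 min RT; start with Ub-Rho 150nM final; kinetic fluorescence ex 480/em 540, 6 reads q60 s. Buffer 50mM HEPES pH 7.8, 0.5mM EDTA, 0.1 mg/ml BSA, 1mM TCEP, 0.01% Tween-20.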
TrxR1 substrate: qHTS Assay for Substrates of Mammalian Selenoprotein Thioredoxin Reductase 1 (TrxR1): qHTS. actives 0.01% (n = 390,000). Potency, µM (series often up to 114 µM), inactives show at the highest dose activity change, negative = substrate turnover. purified TrxR1 substrate turnover, NADPH consumption readout. Thioredoxin reductase 1, cytoplasmic (Rattus norvegicus), O89049; further: potency means the concentration at half of the fitted maximal effect; on the % scale 0 is the no-effect control and ±100 the full control effect; nearly all actives have a fitted effect of over 50% in size
Target sequence (O89049 whole entry, looked up): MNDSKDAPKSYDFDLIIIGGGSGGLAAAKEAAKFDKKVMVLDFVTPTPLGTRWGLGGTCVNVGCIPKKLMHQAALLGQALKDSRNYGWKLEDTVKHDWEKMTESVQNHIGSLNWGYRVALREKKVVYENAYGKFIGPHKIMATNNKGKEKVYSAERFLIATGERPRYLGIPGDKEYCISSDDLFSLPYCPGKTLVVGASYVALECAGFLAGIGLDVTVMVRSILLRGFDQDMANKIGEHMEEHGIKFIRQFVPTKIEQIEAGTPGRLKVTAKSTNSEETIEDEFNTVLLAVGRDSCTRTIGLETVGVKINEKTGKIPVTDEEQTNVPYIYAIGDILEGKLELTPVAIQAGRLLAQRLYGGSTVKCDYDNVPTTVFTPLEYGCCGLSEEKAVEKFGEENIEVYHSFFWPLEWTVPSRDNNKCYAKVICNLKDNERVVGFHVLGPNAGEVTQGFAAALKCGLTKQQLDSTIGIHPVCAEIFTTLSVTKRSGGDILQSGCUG
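Rat TrxR1, dispensed at 90 nM, was prereduced with 400 uM NADPH (final) for 5 min at ~22 deg C, then incubated with compound 15 min before 400 uM selenite. A first-read NADPH fluorescence drop versus no-compound background flagged substrates.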
rTrxR1 inhibitor: qHTS Assay for Inhibitors of Mammalian Selenoprotein Thioredoxin Reductase 1 (TrxR1): qHTS; Thioredoxin reductase 1, cytoplasmic (Rattus norvegicus), O89049; recombinant rTrxR1, NADPH fluorescence consumption, selenite substrate; Potency, µM (titrated, usually from 114 µM), without a hit: top-dose activity change, negative = inhibition, actives largely listed as inhibitors; actives 1% (n = 390,000); further: potency means the concentration at half of the fitted maximal effect; on the % scale 0 is the no-effect control and ±100 the full control effect; nearly all actives have a fitted effect of over 65% in size
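Rat TrxR1 (90 nM in the dispensed reagent) was pre-reduced with 400 uM NADPH for 5 min at room temperature, then incubated with compound for 15 min. After 400 uM selenite was added, NADPH fluorescence (Ex 340/Em 450 nm) was followed for 8 min.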
GLS inhibitor: qHTS for Inhibitors of Glutaminase (GLS). AID 624170, 2012. Potency, µM (highest dose often 45.5 µM), inactives show at the highest dose activity change, negative = inhibition, hits mostly inhibitors. GLS enzymatic activity, qHTS titration. actives 0.21% (n = 410,000); further: potency means the concentration at half of the fitted maximal effect; on the % scale 0 is the no-effect control and ±100 the full control effect
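Coupled fluorescence readout: glutamate oxidase/HRP/Amplex Red detect glutamate formed by hKGA from L-glutamine (1 mM solution added). Buffer 45 mM KH2PO4 pH 8.2, 0.02% Tween-20; reads at t0 and 30 min RT.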
Pin1 inhibitor: qHTS Assay to Find Inhibitors of Pin1; Potency, µM (titrated, usually from 115 µM), inactives show top-dose activity, negative = inhibition, most hits filed as inhibitors; Peptidyl-prolyl cis-trans isomerase NIMA-interacting 1 (Homo sapiens), Q13526; actives 0.009% (n = 390,000); Pin1 FP peptide displacement, HiFluor488, 10 min; AID 504891, 2011; active means well fitted inhibition curve with a large enough effect in the polarisation, with a control signal flat, not every such curve was filed as active; inconclusive means small, poorly fitted or top-dose-only effect, or effect the other way, or a change in a side signal; inactive means no such curve, though single readings can be large or run the other way; the % refers to the polarisation; further: potency means the concentration at half of the fitted maximal effect; on the % scale 0 is the no-effect control and ±100 the full control effect
Target sequence (Q13526 whole entry, looked up): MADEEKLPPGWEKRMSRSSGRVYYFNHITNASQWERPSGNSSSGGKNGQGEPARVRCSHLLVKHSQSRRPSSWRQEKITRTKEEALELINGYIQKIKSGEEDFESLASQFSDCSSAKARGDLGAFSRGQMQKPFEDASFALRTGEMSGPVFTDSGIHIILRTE
PI4K2A block: qHTS for small molecular inhibitors of PI4K2A; purified PI4K2A, ADP-Glo luminescence, 1 h; hits give low values; activity change, negative = inhibition, % at 76.9 µM; actives 0.13% (n = 420,000); AID 1346378, 2018; in the data active means activity change below about -50%; inconclusive means mostly about -30% to -49%;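 further: -100% = wells without enzyme as full effect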
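ADP-Glo luminescence measured ADP generated by PI4K2A enzyme (4 ug/mL before mixing) with 1.2 mM PI substrate (pre-mix) and 300 microM ATP (pre-mix). Tris pH7.5 buffer with MgCl2, Triton X-100; 1 h reaction at ambient temperature.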
IDH1 R132H inh: qHTS for Inhibitors of mutant isocitrate dehydrogenase 1 (IDH1): qHTS | IDH1-R132H enzyme, NADPH consumption, diaphorase/resazurin fluorescence | Potency, µM (titrated, usually from 76.6 µM), for inactives: at the highest dose activity change, negative = inhibition, hits mostly inhibitors | actives 0.093% (n = 390,000); further: potency means the concentration at half of the fitted maximal effect; on the % scale 0 is the no-effect control and ±100 the full control effect; nearly all actives have a fitted effect of over 65% in size
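IDH1-R132H (0.5 ug/mL) preincubated 30 min with compound, then NADPH (0.016 mM) and alpha-KG (2 mM) added; 80 min at RT, pH 7.5. Remaining NADPH coupled via diaphorase/resazurin to fluorescence (540/590 nm); concentration-response curves normalized to no-enzyme control.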
HP1b binding inh: HTS for Inhibitors of HP1-beta Chromodomain Interactions with Methylated Histone Tails. actives 0.56% (n = 390,000). AlphaScreen HP1-beta / biotin-H3K9me3 peptide binding. Potency, µM (top dose mostly 114 µM), for the others: top-dose activity change, negative = inhibition, usual class: inhibitors; further: potency means the concentration at half of the fitted maximal effect; nearly all actives have a fitted effect of over 70% in size; inactives centre near 23
Target sequence (P83916 whole entry, looked up): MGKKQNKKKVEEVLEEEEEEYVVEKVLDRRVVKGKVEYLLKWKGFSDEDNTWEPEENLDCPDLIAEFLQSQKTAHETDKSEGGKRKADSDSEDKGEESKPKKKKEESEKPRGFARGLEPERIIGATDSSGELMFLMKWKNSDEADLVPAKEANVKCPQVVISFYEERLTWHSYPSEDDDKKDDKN
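AlphaScreen: HP1-beta (50 nM) preformed 30 min with biotin-H3(1-18)K9me3 peptide (50 nM) in PBS pH 7.4, 0.01% Tween-20. Compound added for 30 min at RT, then streptavidin donor/nickel chelate acceptor beads (10 ug/mL) for 30 min.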
Active calls of the source: *; i = inactive; ? = inconclusive; / = not tested or not shown; & = joins results of further samples; [ ] = dose if it differs, or a comment. Unless noted, the call rests on the fitted dose curve; in most records, active means well fitted curve in the direction sought with a large enough effect; inconclusive means small, poorly fitted or top-dose-only effect, or another doubt; inactive means no such curve, though single readings can be large; an effect the other way counts as inactive or inconclusive.

SMILES | Tb PGK inh | USP1 inh | TrxR1 substrate | rTrxR1 inhibitor | GLS inhibitor | Pin1 inhibitor | PI4K2A block | IDH1 R132H inh | HP1b binding inh
CCCCOCCCNCC(=O)Nc1ccc(S(N)(=O)=O)cc1 | -6% | -13% | 13%[57.1 µM] | 17%[57.1 µM] | 2% | -9% | -2 | 1% | ?
Cn1ccnc1SCC(=O)c1cccc(C(F)(F)F)c1 | -7% | -13% | 8% | 16% | 1% | -1% | 7 | -2% | -18%
Cc1ccc2cc(CN(Cc3ccc(F)cc3)Cc3nnnn3C3CCCC3)c(=O)[nH]c2c1 | / | -19% | 10% | 31% | 8% | 25% | -1 | 0% | 14%
Cc1cc(C)n(CCC(=O)N2CCN(S(=O)(=O)c3ccc(C)c(C)c3)CC2)n1 | -5% | -9% | 2%[57.1 µM] | ? | 0% | -3% | -3 | -5% | 17%
COc1cccc(C(=O)Nc2ccccc2OCc2cc(=O)n3cc(C)ccc3n2)c1 | 6% | ? | 1%[57.1 µM] | 18%[57.1 µM] | 1% | 4% | 0 | -23% | 14%[57 µM]
CCOC(=O)c1cnc2nc(N3CCOCC3)nn2c1N | -3% | 9% | 3%[57.1 µM] | 6%[57.1 µM] | -1% | 1% | -1 | 2% | 20%
CN(C(=O)Cn1c(=O)n(Cc2ccc(C(=O)NCc3ccc4c(c3)OCO4)cc2)c(=O)c2ccccc21)c1ccccc1 | -1% | -25% | 8% | 25% | 6% | ? | 5 | 8% | 59%[activator]
CC(C)(C)c1ccc(OCCC(=O)OCC(=O)NC2CCCCC2)cc1 | -3% | -11% | -14% | -8% | 0% | 1% | 6 | 2% | 23%
COc1ccccc1C1CCN(Cc2cccc(C(=O)N3CCC(O)CC3)c2)CC1 | -5% | 0% | -4% | 2% | 3% | -3% | 1 | -7% | 8%
COc1ccc(OC)c(CN(CCN2CCOCC2)S(=O)(=O)c2ccc(NC(C)=O)cc2)c1 | 5% | -8% | -3% | 8% | -15% | 8% | 1 | -14% | 62%[activator]
CCOC(=O)c1cnc2ccc(C(=O)OC)cc2c1NCCc1ccc(OC)c(OC)c1 | 6% | -16% | -1%[57.1 µM] | ? | -15% | -5% | 5 | 5% | 15%
CCn1cc(C(=O)NCCCOC(C)C)c2cc(OC)c(OC)cc2c1=O | 8% | -18% | 12%[57.1 µM] | 7%[57.1 µM] | 11% | -2% | 0 | 4% | 29%
O=C(CNC(=O)c1ccccc1)Nc1ccsc1C(=O)O | 3% | -11% | -3%[57.1 µM] | -1%[57.1 µM] | 3% | -1% | -6 | -3% | 36%
COc1ccccc1N1CCN(C(=O)CN2C(=O)COc3ccc(S(=O)(=O)N4CCCC4)cc32)CC1 | -9% | -26% | 3% | 2% | 9% | -2% | -1 | 10% | 54%[activator]
Cc1ccc(S(=O)(=O)N2C(=O)CCC2C(=O)Nc2ccc3c(c2)OCCO3)cc1 (configuration not stated) | -3% | -11% | 4%[57.1 µM] | 12%[57.1 µM] | 19% | -5% | 2 | -2% | 24%
Cc1ccc(NC(=O)c2cccc(N3CCCS3(=O)=O)c2)cc1 | i | -19% | -1%[57.1 µM] | 9%[57.1 µM] | 1% | -1% | -15 | 4% | 24%
COc1cc(C(=O)N2CCN(c3cccc(C)c3C)CC2)cc(OC)c1OC | 7% | -16% | 4%[57.1 µM] | -6%[57.1 µM] | 6% | ? | -2 | -1% | 36%
CC(=O)Nc1cc[n+](C(C)C(=O)c2ccc(Cl)cc2)cc1 (configuration not stated) | -9% | -17% | -5% | 10% | -23% | -9% | -3 | 11% | 29%
O=C(NCCCCNC(=O)c1cccnc1Cl)c1cccnc1Cl | i | -23% | 9% | 33% | 0% | -7% | -1 | 9% | 41%[activator]
CCc1ccccc1NC(=O)Cn1cc(C(=O)c2ccncc2)c(=O)c2cc(C)ccc21 | -8% | -18% | -2%[57.1 µM] | 12%[57.1 µM] | -14% | 31%[activator] | 3 | 3% | 20%[57 µM]
O=C(NCc1ccccc1)c1ccc2oc(=O)n(Cc3ccccc3)c2c1 | -6% | -21% | 27%[57.1 µM] | 21%[57.1 µM] | 7% | 0% | -2 | 14% | 20%
O=S(=O)(c1cnccc1N1CCN(CCO)CC1)N1CCCC1 | -4% | 1% | / | / | 1% | / | -1 | -2% | /
Cc1ccc(S(=O)(=O)N2CCCOC2CNC(=O)C(=O)NCc2cccs2)cc1 (configuration not stated) | -4% | -9% | -5% | 12% | 2% | 14% | -2 | 1% | 34%
CC(C)CNC(=S)N(CCN(C)C)Cc1cc2cc3c(cc2[nH]c1=O)OCO3 | -6% | -25% | 35%[activator] | 28% | -5% | -1% | -9 | 4% | 32%
CCOC(=O)c1sc2nc(CSc3ccccc3)nc(N3CCC(C(N)=O)CC3)c2c1C | -9% | -19% | 3%[57.1 µM] | 20%[57.1 µM] | 3% | 65%[activator] | -11 | -8% | -5%
Cc1ccc(COn2nnc3ccc(S(=O)(=O)N4CCOCC4)cc32)cc1 | -4% | -11% | 3% | 9% | 1% | 1% | -14 | 11% | 15%
Nc1ccc(S(=O)(=O)NN=CC=Cc2ccccc2[N+](=O)[O-])cc1 | -6% | -3% | -15% | -8% | 5% | -13% | 1 | -5% | 13%
Cc1cc(C)c(S(=O)(=O)N(C)CC(=O)NCCCn2ccnc2)c(C)c1 | -3% | -7% | 5% | 10% | -16% | -1% | -21 | 0% | 29%
O=C(COC(=O)C1CCC(=O)N1)Nc1ccccc1Br (configuration not stated) | i | -18% | 4% | 22% | -1% | 5% | -5 | 2% | -5%
COc1ccc(-c2nnc(N)s2)cc1OC | 4% | -9% | -6%[2.29 µM] | -20%[2.29 µM] | 5% | 2% | 2 | -14% | 8%[57 µM]
CCO[C@H]1OC(C(=O)NCc2nc3ccccc3[nH]2)=C[C@@H](c2ccc(Br)cc2)[C@@H]1CCCO | -1% | -9% | -4% | 6% | 3% | 2% | 2 | 0% | 26%
OCCN1CCN(c2ncnc3sc4c(c23)CCCC4)CC1 | 2% | -2% | 1% | 10% | 9% | -7% | -2 | 5% | 36%
CN(CC(=O)NCCc1ccccc1)S(=O)(=O)c1cnc[nH]1 | 7% | -7% | 0% | 7% | 1% | 8% | -5 | 0% | 25%
Cc1cc(C)n(-c2nnc(C)n2/N=C/c2ccccc2O)n1 | 9% | 3% | -5% | -12% | 27% | -16% | 3 | -4% | 4%
O=C(CCc1nnc(CCCCc2ccccc2)o1)NCc1cc(F)ccc1F | 4% | -11% | 5%[57.1 µM] | 15%[57.1 µM] | 9% | 2% | 0 | 3% | 14%
COc1cc(Cl)c(C)cc1Nc1nc2ccccc2c2nnc(C)n12 | i | -10% | 4% | 21% | 1% | 0% | -3 | 0% | 78%[activator]
CCOc1ccccc1N1CCN(C(=O)Nc2cccc(Cl)c2)CC1 | 3% | -27% | 5%[57.1 µM] | 1%[57.1 µM] | 20% | ? | 2 | -5% | 47%[activator]
O=C(c1cc([N+](=O)[O-])ccc1N1CCCCC1)N1CCCCC1 | -2% | -13% | -13% | -33% | -6% | -4% | 0 | 8% | 4%
CC(=O)c1cccc(NC(=O)/C(=C\c2cccnc2)NC(=O)c2ccc(C)cc2)c1 | 8% | -21% | -3% | 5% | 2% | 11% | -4 | 1% | 13%[57 µM]
Brc1ccc(OCc2cn3ccccc3n2)cc1 | -2% | -19% | 14% | 12% | -3% | -2% | -2 | 11% | 44%[activator]
CCCCOc1ccc(-c2nnn(CC(=O)NCCc3c[nH]c4ccccc34)n2)cc1 | -3% | -22% | -5% | 0% | 1% | -2% | -1 | 0% | 15%
Cn1c(=O)c2c(nc(OC3CCCC3)n2C)n(C)c1=O | 2% | -9% | 0% | 10% | 0% | 3% | -1 | 3% | 40%[activator]
CC(C)(C)NS(=O)(=O)c1ccc(NS(C)(=O)=O)cc1 | -7% | 6% | -6% | 14% | -4% | -4% | 0 | 1% | 24%
COc1ccc(-n2c(-c3ccco3)nc3c(cnn3-c3ccc(C)cc3)c2=O)cc1 | -11%&6% | -28%&-26% | 14%&12% | 53%&28%[activator] | -2%&4% | 6%&6% | -6&3 | -2%&-1% | 12%&16%
Cn1c(CC(=O)Nc2ccccc2)nnc1SCCOc1ccccc1 | -9% | -16% | 7% | 10%[57.1 µM] | -12% | 1% | 3 | 3% | 44%[activator]
CCCC(=O)n1nc(-c2cccnc2)nc1NCc1ccc(OC)cc1 | -8% | -8%&-14% | -6%&-5% | 20%[57.1 µM] | -2%&-13% | -1%&4% | 2&4 | 2%&34% | 48%&28%[activator]

Source: PubChem (National Center for Advancing Translational Sciences (NCATS))

Only part of the results is shown; count on the stated rates, not on these rows.
